# Bioassay records (PubChem)
# D2 ag – HTS Assay for Allosteric Agonists of the Human D2 Dopamine Receptor: Primary Screen for Agonists; HEK293 T-REx D2 cells, calcium flux agonist mode; activation, % at 2 µM; actives 0.53% (n = 340,000);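 active = activation over 3 SD above normal in the single-dose calcium agonist read, cut at about 30% in these data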; also: 0% is about no effect
#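 In this primary screen, compounds producing a positive calcium signal within 180 s of addition to tetracycline-induced, force-coupled HEK293 Trex D2 cells are flagged; cells are dye-loaded with a no-wash calcium kit beforehand.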
# D2 antag – HTS Assay for Allosteric Antagonists of the Human D2 Dopamine Receptor: Primary Screen for Antagonists | actives 2% (n = 340,000) | AID 485344, 2010 | HEK293 TREx D2 cells, calcium flux, dopamine EC80 | inhibition, % at 10 µM | D(2) dopamine receptor (Homo sapiens), P14416; in the data active = inhibition above about 30%; also: 0% is about no effect
#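 Dopamine at EC80 is the agonist stimulus; test compounds precede it by 180 s. Calcium flux read kinetically in a force-coupled, inducible HEK293 T-REx D2 cell line.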
# D1 ag – Allosteric Agonists of the Human D1 Dopamine Receptor: qHTS. actives 1% (n = 360,000). D(1A) dopamine receptor (Homo sapiens), P21728. HEK293 T-REx D1 cells, calcium flux, agonist mode. activation, % at 2 µM; in the data active = activation above about 30%; also: 0% is about no effect
# Target sequence (P21728 whole entry, looked up): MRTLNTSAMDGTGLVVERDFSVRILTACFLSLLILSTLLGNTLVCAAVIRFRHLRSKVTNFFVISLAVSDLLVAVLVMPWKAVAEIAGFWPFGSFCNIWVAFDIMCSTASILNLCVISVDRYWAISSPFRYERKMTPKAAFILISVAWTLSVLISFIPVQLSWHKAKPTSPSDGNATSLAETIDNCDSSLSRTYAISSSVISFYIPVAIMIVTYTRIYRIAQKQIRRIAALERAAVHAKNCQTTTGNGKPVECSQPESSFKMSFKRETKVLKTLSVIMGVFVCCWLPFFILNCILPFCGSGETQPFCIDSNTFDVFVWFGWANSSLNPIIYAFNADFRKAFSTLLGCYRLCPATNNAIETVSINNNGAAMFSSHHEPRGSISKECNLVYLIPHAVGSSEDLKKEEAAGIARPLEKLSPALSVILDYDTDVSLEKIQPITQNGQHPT
#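 Tetracycline-induced HEK293 TREx D1 cells, force-coupled to calcium signalling, were dye-loaded with a no-wash calcium kit. Compound was pin-added after a 10 s baseline. Fluorescence was read kinetically at 1 cycle/s for 180 s, with calcium rises flagged as agonism.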
# RXFP1 ag – qHTS Assay for Agonists of the Relaxin Receptor RXFP1; Relaxin receptor 1 (Homo sapiens), Q9HBX9; Potency, µM (doses to about 57.5 µM), for inactives: at the top dose activation, actives largely listed as activators; AID 2676, 2010; HEK293T-RXFP1 cAMP TR-FRET, 30 min; response scale: percent of porcine relaxin response, buffer zero; actives 0.3% (n = 370,000); active = well fitted activation curve with a large enough effect; also: potency is read from the fitted curve at half-maximal effect; % is scaled to controls: 0 for no effect and ±100 for the full control effect; nearly all actives have a fitted effect of over 60% in size; many of its hits are not listed in these tables
#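 HEK293T cells stably expressing RXFP1 were pretreated with the PDE4 inhibitor Ro 20174, exposed to compounds for 30 min at 37C, lysed, and cAMP was read by TR-FRET. Data normalized to buffer (basal) and 29 nM porcine relaxin (100%).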
# D1 antag – Antagonist of Human D 1 Dopamine Receptor: qHTS | D(1A) dopamine receptor (Homo sapiens), P21728 | HEK293 TREx D1 cells, calcium flux, dopamine EC80; active compounds read low | activity change, negative = inhibition, % at 10 µM | actives 3.2% (n = 360,000) | AID 504652, 2011; in the data active = activity change below about -30%; also: % is scaled to controls: 0 for no effect and ±100 for the full control effect
#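 Compound effects on dopamine-evoked calcium signalling were measured in tetracycline-induced HEK293 Trex D1 cells. Dopamine at EC80 followed a 180 s compound pre-read, and fluorescence was tracked kinetically for 180 s more.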
# TRHR enhancer – qHTS for Small Molecule Agonists and Allosteric Enhancers of Human TRH Receptor: Primary Screen for Enhancers; enhancement, % at 2 µM; TRHR cells, fluo-8 calcium fluorescence, EC20 TRH enhancement; actives 0.66% (n = 360,000); Thyrotropin-releasing hormone receptor (Homo sapiens), P34981; AID 493056, 2011; in the data active = enhancement above about 30%; also: 0% is about no effect
# Target sequence (P34981 whole entry, looked up): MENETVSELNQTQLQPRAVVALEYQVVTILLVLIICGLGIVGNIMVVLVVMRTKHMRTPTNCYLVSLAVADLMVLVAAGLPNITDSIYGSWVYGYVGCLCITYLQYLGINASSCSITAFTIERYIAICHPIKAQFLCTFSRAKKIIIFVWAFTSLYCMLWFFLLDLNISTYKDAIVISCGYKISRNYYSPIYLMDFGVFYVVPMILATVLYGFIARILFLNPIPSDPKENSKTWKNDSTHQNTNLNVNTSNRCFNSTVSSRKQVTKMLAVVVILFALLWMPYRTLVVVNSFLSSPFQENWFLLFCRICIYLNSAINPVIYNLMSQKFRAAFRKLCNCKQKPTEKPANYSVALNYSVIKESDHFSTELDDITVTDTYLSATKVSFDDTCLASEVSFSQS
#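 Enhancer read-out: after compound pinning and an initial kinetic agonist-mode read, an EC20 of TRH (10 nM final) was injected and fluo-8 calcium signal (Ex 480/Em 530) followed at 1 s/cycle for 100 cycles in TRHR-expressing cells.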
# RXFP1 antag – qHTS Assay for Antagonists of the Relaxin Receptor RXFP1. Relaxin receptor 1 (Homo sapiens), Q9HBX9. HEK293-RXFP1, relaxin-stimulated cAMP HTRF, 30 min; active compounds read low. activity change, negative = inhibition, % at 57.5 µM. actives 0.59% (n = 350,000). AID 1259400, 2018;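 active = activity change of -60% or lower, but not beyond a set lower limit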; also: % is scaled to controls: 0 for no effect and ±100 for the full control effect
# D2 potentiator – HTS Assay for Positive Allosteric Modulators of the Human D2 Dopamine Receptor: Primary Screen for Potentiators; D(2) dopamine receptor (Homo sapiens), P14416; HEK293 T-REx D2, calcium flux, EC20 dopamine potentiation; potentiation, % at 10 µM; actives 0.34% (n = 340,000);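 active = potentiation over 3 SD above the plate norm, cut at about 30% in these data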; also: 0% is about no effect
#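 Primary screen. Calcium kinetics in induced HEK293 T-REx D2 cells: compound pre-addition 180 s, EC20 dopamine, 180 s more.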
# D1 PAM – Potentiators of Human D1 Dopamine Receptor: qHTS; D(1A) dopamine receptor (Homo sapiens), P21728; HEK293 TREx D1 cells, calcium flux, dopamine EC20 potentiation; potentiation, % at 10 µM; actives 0.036% (n = 360,000); in the data active = potentiation above about 30%; also: 0% is about no effect
# Numbers without * were called inactive; . = not tested or not shown. An excerpt; count on the stated rates, not on these rows.
no.	Structure	D2 ag	D2 antag	D1 ag	RXFP1 ag	D1 antag	TRHR enhancer	RXFP1 antag	D2 potentiator	D1 PAM
1	CC(C)(C)NC(=O)Cn1nnc(-c2ccc(OCc3c(F)cccc3Cl)cc2)n1	.	.	9	5.1%	-32*	0	2	.	-6
2	CCCCCCCn1ccc(O)c(CC(=O)OC)c1=O	-1.6	9	2	0.5%	-1	-1	-4	3	-4
3	Cc1nc2nc(-c3ccccc3)cc(=O)n2[nH]1	0.1	-16	2	-0.9%	0	2	-9	8	-5
4	CN(C)S(=O)(=O)c1cccc(NC(=O)c2cc(-c3cccs3)nn2-c2cccc(Cl)c2)c1	1.0	-12	2	0.6%	-2	-1	-7	-21	-2
5	COc1ccc(S(=O)(=O)Nc2ccc(OCC(=O)O)cc2)c2ccccc12	.	.	1	5.1%	-4	3	7	.	-1
6	N#Cc1c(NC(=O)C2CC(Cl)=CCC2C(=O)O)sc2c1CCCCC2 (configuration not stated)	0.7	14	0	1.1%	1	1	-11	1	2
7	COc1ccc2oc(=O)c(C(=O)C[n+]3cccc(C)c3)cc2c1	0.2	-5	4	-1.5%	-2	-4	11	10	-2
8	O=C(CSc1nc2ccccc2c2nc3ccccc3n12)NCc1ccco1	7.1	-28	4	4.1%	-6	-9	-15	-9	-6

# Later entries
no.	Structure	D2 ag	D2 antag	D1 ag	RXFP1 ag	D1 antag	TRHR enhancer	RXFP1 antag	D2 potentiator	D1 PAM
9	COc1ccccc1C(=O)Nc1ncc2c(n1)CC(c1ccco1)CC2=O (configuration not stated)	0.2	0	3	0.5%	-19	8	8	-13	-3
10	O=C(CCC1CCCN(C(=O)CC2=CCCCC2)C1)N1CCN(c2ccccn2)CC1 (configuration not stated)	-0.3	2	1	3.4%	5	-13	-13	1	-6
11	N#Cc1ccc(OCC(=O)OCC(=O)Nc2ccc(N3CCOCC3)cc2)cc1	-0.5	-16	-1	-0.7%	10	-4	4	-5	-4
12	CN(C1CCCCC1)S(=O)(=O)c1ccc2c(c1)c(=O)c(C(=O)NCCCN1CCCC1)cn2C	-1.3	-18	-1	0.6%	4	4	3	0	.
13	CCC(CC)C(=O)Nc1nnc(S(=O)(=O)N(CC)c2ccc(OC)cc2)s1	-1.4	-11	4	-0.4%	-16	13	-12	14	-9
14	CCOC(=O)c1ccc(Oc2coc3cc(O)ccc3c2=O)cc1	.	.	8	3.9%	-15	7	-13	.	0
15	O=C(CCCSc1nc(-c2ccco2)cc(C(F)(F)F)n1)NCc1cccs1	1.8	11	11	1.4%	-8	12	-10	-2	-3
16	COc1ccc(Cl)cc1NC(=O)C(C)N1CCc2ccccc21 (configuration not stated)	-1.6	-6	8	-0.7%	-4	-5	-28	0	-1

# (continued)
no.	Structure	D2 ag	D2 antag	D1 ag	RXFP1 ag	D1 antag	TRHR enhancer	RXFP1 antag	D2 potentiator	D1 PAM
17	CC1CCc2c(sc3nnn(CC(=O)Nc4c(C(C)C)cccc4C(C)C)c(=O)c23)C1 (configuration not stated)	.	.	2	4.8%	-14	24	-14	-2	-5
18	CSc1nc(-c2ccccc2)ccc1C(N)=O	.	.	0	-0.1%	0	9	-21	.	2
19	COc1ccc(C2C(C(=O)c3ccco3)=C(O)C(=O)N2CCOCCO)cc1OC (configuration not stated)	0.4	-10	5	2.7%	6	-6	1	8	-2
20	CNC(=O)c1sccc1-n1cccc1	-0.1	-9	2	-1.1%	-20	1	11	0	-1
21	CSc1ccc(Cl)c(C(=O)OCC(=O)N(C)CCC#N)c1	1.2	-9	1	3.0%	2	1	-2	3	-1
22	O=C(N/C(=C/c1ccccc1Cl)C(=O)N1CCCC1)c1ccccc1	-0.2	0	1	-1.2%	4	7	-12	.	-1
23	Cc1c(CCC(=O)N[C@@H](C)C(=O)O)c(=O)oc2cc3occ(-c4ccccc4)c3cc12	0.3	2	3	0.1%	-20	5	5	-1	1
24	COc1cc(C2C(C(=O)Nc3ccccc3C)=C(C)Nc3nc(SCc4cc(C)ccc4C)nn32)ccc1O (configuration not stated)	-0.1	.	1	-0.1%	2	7	13	7	2

# Carrying on:
no.	Structure	D2 ag	D2 antag	D1 ag	RXFP1 ag	D1 antag	TRHR enhancer	RXFP1 antag	D2 potentiator	D1 PAM
25	Oc1ccccc1C=NCC(O)c1ccccc1 (configuration not stated)	3.9	-21	2	0.4%	-1	8	-6	1	8
26	CC(=O)Nc1ccc(S(=O)(=O)NCCSCc2ccccc2Cl)cc1	2.4	5	5	0.3%	-18	1	5	-5	1
27	CCOC(=O)c1c(-c2ccccc2)oc2ccc(OC(C)=O)cc12	-0.2	-11	5	1.8%	6	3	-18	7	0
28	Nc1nc(-c2ccc3ccccc3c2)c(C2(O)C(=O)Nc3c(Br)cc(F)cc32)s1 (configuration not stated)	-0.3	-13	-1	-2.6%	9	-2	-16	-3	4
29	COc1ccc2cc3cc(C(=O)NCC4COc5ccccc5O4)oc3nc2c1 (configuration not stated)	0.8	-2	0	10%	15	7	9	10	-7
30	O=C(COc1ccc(F)cc1)NCC1(N2CCCCC2)CCCCC1	0.0	5	3	-0.2%	2	-6	0	-3	-6
31	CS(=O)(=O)N1CCC(Oc2ccccc2C(=O)N2CCCCC2CO)CC1 (configuration not stated)	0.1	-33	0	0.7%	2	-11	-1	3	1
32	Cc1ccc(C(=O)Nc2cc(-c3nc4cc(Cl)ccc4o3)ccc2C)c(C)c1	-0.4	.	0	3.0%	-2	5	.	-4	-2

# (listing goes on)
no.	Structure	D2 ag	D2 antag	D1 ag	RXFP1 ag	D1 antag	TRHR enhancer	RXFP1 antag	D2 potentiator	D1 PAM
33	O=C(NCCc1ccccc1)C(=O)NCC1CCCN1S(=O)(=O)c1ccccc1 (configuration not stated)	0.7	11	0	-0.5%	0	5	-17	3	-4
34	Cc1nn(C(C)C(=O)NC2CCCCC2)c(=O)c2nn(-c3ccccc3)c(C)c12 (configuration not stated)	0.2	1	-2	-0.2%	2	1	-4	-3	-3
35	N#CC1=C(N)c2ccccc2CC12CCCCC2	0.2	-11	1	0.1%	.	0	16	1	-1
36	O=C(CN1C(=O)NC2(CCCC2)C1=O)Nc1ccc(F)c(F)c1F	0.2	-2	-2	-1.5%	-6	4	-1	-12	4
37	CC(C)(C)NC(=O)C(=O)NN=C1CCCCCC1	.	.	3	3.9%	4	0	-17	.	4
38	C=CCSC1=C(C#N)C(c2ccccc2OCC)C(C#N)C(=O)N1 (configuration not stated)	1.0	-4	2	4.2%	8	3	19	12	-5
39	Brc1c(-c2ccc3c(c2)OCO3)nc2ncccn12	-0.5	1	1	8.1%	9	16	1	11	4
40	COc1cccc(NC(=O)CN(C)C(=O)/C=C/c2cn(-c3ccccc3)nc2-c2ccc(C)cc2)c1	-0.9	-4	4	1.0%	11	5	-11	-5	-6
41	CCCc1cc(NCCCn2ccnc2)n2nc(C)c(-c3ccccc3)c2n1	0.1	8	0	-0.6%	7	1	-17	-5	0
42	CCc1ccc(-n2nc(C)c3c(C)cc(=O)n(CC(=O)Nc4ccc(C(C)=O)cc4)c32)cc1	-0.5	.	1	0.7%	3	4	.	-3	-1
43	CS(=O)(=O)N1CCCC(C(=O)NCc2ccccn2)C1 (configuration not stated)	0.3	-2	5	-0.1%	9	-1	31	-2	-4

# Values by screen from above.
# Compounds 14–21 in D2 ag, in turn: ., 1.8, -1.6, ., ., 0.4, -0.1, 1.2

# A draw from above in order of molecular weight, smallest number first.
no.	Structure	D2 ag	D2 antag	D1 ag	RXFP1 ag	D1 antag	TRHR enhancer	RXFP1 antag	D2 potentiator	D1 PAM
20	CNC(=O)c1sccc1-n1cccc1	-0.1	-9	2	-1.1%	-20	1	11	0	-1
35	N#CC1=C(N)c2ccccc2CC12CCCCC2	0.2	-11	1	0.1%	.	0	16	1	-1
25	Oc1ccccc1C=NCC(O)c1ccccc1 (configuration not stated)	3.9	-21	2	0.4%	-1	8	-6	1	8
37	CC(C)(C)NC(=O)C(=O)NN=C1CCCCCC1	.	.	3	3.9%	4	0	-17	.	4
2	CCCCCCCn1ccc(O)c(CC(=O)OC)c1=O	-1.6	9	2	0.5%	-1	-1	-4	3	-4
7	COc1ccc2oc(=O)c(C(=O)C[n+]3cccc(C)c3)cc2c1	0.2	-5	4	-1.5%	-2	-4	11	10	-2
16	COc1ccc(Cl)cc1NC(=O)C(C)N1CCc2ccccc21 (configuration not stated)	-1.6	-6	8	-0.7%	-4	-5	-28	0	-1
9	COc1ccccc1C(=O)Nc1ncc2c(n1)CC(c1ccco1)CC2=O (configuration not stated)	0.2	0	3	0.5%	-19	8	8	-13	-3
5	COc1ccc(S(=O)(=O)Nc2ccc(OCC(=O)O)cc2)c2ccccc12	.	.	1	5.1%	-4	3	7	.	-1
29	COc1ccc2cc3cc(C(=O)NCC4COc5ccccc5O4)oc3nc2c1 (configuration not stated)	0.8	-2	0	10%	15	7	9	10	-7
32	Cc1ccc(C(=O)Nc2cc(-c3nc4cc(Cl)ccc4o3)ccc2C)c(C)c1	-0.4	.	0	3.0%	-2	5	.	-4	-2
10	O=C(CCC1CCCN(C(=O)CC2=CCCCC2)C1)N1CCN(c2ccccn2)CC1 (configuration not stated)	-0.3	2	1	3.4%	5	-13	-13	1	-6
40	COc1cccc(NC(=O)CN(C)C(=O)/C=C/c2cn(-c3ccccc3)nc2-c2ccc(C)cc2)c1	-0.9	-4	4	1.0%	11	5	-11	-5	-6
24	COc1cc(C2C(C(=O)Nc3ccccc3C)=C(C)Nc3nc(SCc4cc(C)ccc4C)nn32)ccc1O (configuration not stated)	-0.1	.	1	-0.1%	2	7	13	7	2
